Screening results: PubChem BioAssay, National Center for Advancing Translational Sciences (NCATS)
p53ts 39C tox – qHTS Screen for Compounds that Selectively Target Cancer Cells with p53 Mutations: Cytotoxicity of p53ts Cells at the Nonpermissive Temperature. H1299-p53A138V viability at 39C, ATP luminescence, 24 h. Potency, µM (series often up to 46.1 µM), without a hit: at the highest dose activity change, negative = cell killing, actives largely listed as cytotoxic. actives 1.5% (n = 130,000); further: nearly all actives have a fitted effect of over 55% in size
p53ts 32C tox – qHTS Screen for Compounds that Selectively Target Cancer Cells with p53 Mutations: Cytotoxicity of p53ts Cells at the Permissive Temperature; H1299-p53A138V at 32C, ATP luminescence viability, 24 h; Potency, µM (series often up to 46.1 µM), for inactives: top-dose activity change, negative = cytotoxicity, actives largely listed as cytotoxic; actives 0.93% (n = 130,000);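 further: 0% = DMSO and -100% = full killing by reference compound; nearly all actives have a fitted effect of over 55% in size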
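H1299-p53 A138V cells (temperature-sensitive p53) exposed 24 h to up to 46 uM compound at 32C, where p53 is wild-type in conformation. Viability read as ATP luminescence and normalised to DMSO and 100 uM tamoxifen. AC50 fitted with the Hill equation.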
Peg3 imprint – qHTS Assay for Compounds that Induce Erasure of Genomic Imprints | Potency, µM (doses to about 60.7 µM), without a hit: at the highest dose activity change, positive = activation, actives largely listed as activators | actives 0.02% (n = 110,000) | mouse ES Peg3-LacZ reporter, beta-gal luminescence, 40 h;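 further: 0% = negative control wells on the plate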
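Imprint erasure is scored as LacZ activity from the silenced maternal Peg3 allele in feeder-free female ES cells cultured 40 h with LIF. Luminescence is normalized to in-plate negative controls and fitted to the Hill equation.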
IkB sig inh – IkB Signaling. ABC-DLBCL IkBa-CBG/CBR dual luciferase ratio, 4 h; response scale: scaled: untreated 0%, proteasome inhibitor 100%. Potency, µM (titrated, usually from 57.1 µM), inactives show at the highest dose IkBa stabilization activation. actives 0.04% (n = 110,000). AID 445, 2006; active means well fitted curve in the direction sought with a large enough effect in the signal ratio, not every such curve was filed as active; inconclusive means small, poorly fitted or top-dose-only effect, or a change in a side signal; the % refers to the signal ratio;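 further: the direction sought is a rising ratio; 0% = basal untreated cells and 100% = reference inhibitor full response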
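Luminescence ratio of IκBα-fused green versus native red beetle luciferase in OCI-Ly3 cells, 4 h post-doxycycline with compound; red signal alone, scaled from basal (0%) to zero light (-100%), flagged nonspecific or cytotoxic effects.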
Numbers without * were called inactive; u = inconclusive; x = no result given; & = joins results of further samples; [ ] = another dose, or the depositor's remark. Unless noted, the call rests on the fitted dose curve; in most records, active means well fitted curve in the direction sought with a large enough effect; inconclusive means small, poorly fitted or top-dose-only effect, or another doubt; inactive means no such curve, though single readings can be large; an effect the other way counts as inactive or inconclusive. Unless noted, on the % scale 0 is the no-effect control and ±100 the full control effect; potency means the concentration at half of the fitted maximal effect.

mol	p53ts 39C tox	p53ts 32C tox	Peg3 imprint	IkB sig inh
CCn1c(SCC(=O)c2cc(OC)ccc2OC)nnc1-c1ccncc1	15.6%	23.0%	-24.7%	5.5%
CCOC(=O)c1[nH]c2ccccc2c1NC(=O)c1ccccc1F	22.9%	-0.3%	-3.3%[10.9 µM]	u
CCOc1ccccc1C(=O)NC1(C(F)(F)F)NC(=O)N(CCc2ccc(OC)c(OC)c2)C1=O (stereo not drawn)	6.0%	5.7%	-7.5%[10.9 µM]	-1.0%
Cc1ccc2[nH]c(C(=O)O)c(NC(=O)CN3CCN(c4cccc(C)c4C)CC3)c2c1	13.1%	0.8%	-9.9%	1.7%
Cc1cc(Cl)ccc1Nc1ncnc2onc(C)c12	-9.8%	7.9%	-6.2%[10.9 µM]	-3.2%
CCc1nccn1S(=O)(=O)c1ccc(Br)cc1Br	-2.2%	-0.6%	-8.8%	0.2%
CCCn1c(-c2ccc(F)cc2)nc2c(NCCN3CCOCC3)nc(C)nc21	0.5%	6.8%	-1.1%	x
C=CCn1c(C#N)c(N)sc1=N	7.7%	7.3%	-0.6%	u
Cc1ccc(S(=O)(=O)n2ccc3cccnc32)cc1	-2.0%	6.6%	x	x
CCC(=O)Nc1sc2c(c1C#N)CC(C)(C)NC2(C)C	7.4%	3.1%	-6.5%	-1.0%

(continued)
mol	p53ts 39C tox	p53ts 32C tox	Peg3 imprint	IkB sig inh
CCOCCCn1c(=S)[nH]c2cc3c(cc2c1=O)OCO3	3.1%	2.4%	5.4%	1.8%
COCCn1c(SCCN2CCCCC2)nc2ccccc2c1=O	12.8%	-7.7%	x	2.2%
OCc1cc(C(O)CNCCCCCCOCCCCc2ccccc2)ccc1O (stereo not drawn)	12.6µM*	u	-54.9%[inhibitor]	x
Cn1c([N+](=O)[O-])cnc1COC(N)=O	1.9%	12.5%	-5.1%	-2.2%[25.6 µM]
CCc1ccccc1NC(=O)Nc1nnc(N(C)Cc2ccccc2)s1	-22.0%	0.8%	-15.0%[10.9 µM]	-0.7%
Cc1nc2c(-c3ccc(F)cc3)c(C)nn2c(C)c1CCC(=O)N1CCN(c2ccc(F)cc2)CC1	-9.3%	35.2%[activator]	-11.0%[10.9 µM]	u
COc1ccccc1NC(=O)c1cc(=O)c2ccc(C)c(C)c2o1	0.0%	10.0%	-5.7%[10.9 µM]	0.8%
CCc1ccc(N(CC(=O)O)S(=O)(=O)c2c(C)noc2C)cc1	4.8%	5.5%	-4.1%	3.8%
Cc1ccccc1C(=O)NC1(C(F)(F)F)C(=O)Nc2c1c(=O)[nH]c(=O)n2-c1ccc(F)cc1 (stereo not drawn)	10.4%	5.0%	16.1%[10.9 µM]	2.7%
COc1ccc(-c2cc(C(C)=O)c(C)n2CCC(=O)NCc2ccc(C)cc2)cc1	-20.1%	13.2%	-13.6%[10.9 µM]	u

Next part
mol	p53ts 39C tox	p53ts 32C tox	Peg3 imprint	IkB sig inh
COc1ccc(-c2nnc(SCCC(=O)O)n2-c2ccccc2)cc1	6.8%	0.5%	5.3%	-0.5%
COc1ccc(-c2noc(-c3ccccc3-c3ccccc3)n2)cc1OC	-0.7%	9.9%	-15.7%	1.9%
CCC(c1nnnn1CCOC)N1CCN(C(=O)c2ccco2)CC1 (stereo not drawn)	2.7%	4.9%	-1.3%	-1.4%
CCOC(=O)C1=C(CNCc2ccc(Cl)cc2)NC(=O)NC1c1ccccc1 (stereo not drawn)	u	-3.4%	-8.4%[10.9 µM]	u
Cc1ccc2c(c1)c(=O)c(C(=O)c1ccncc1)cn2CC(=O)Nc1ccc(C(C)C)cc1	-9.1%	0.1%	-13.9%[10.9 µM]	u
COc1ccccc1NC(=O)N1CC=C(c2c[nH]c3ccccc23)CC1	-16.2%	5.3%	-11.0%[10.9 µM]	u
CCSc1nnc(NC(=O)C(CC)Oc2ccccc2)s1 (stereo not drawn)	18.7%	8.8%	-8.2%	1.9%
COc1ccc(-n2c(SC3CCOC3=O)nc3ccccc32)cc1 (stereo not drawn)	1.5%	-3.5%	-6.7%	1.2%
COc1ccc(CCNC(=O)CN(C)S(=O)(=O)c2cccc3nsnc23)cc1OC	-8.0%	-6.9%	-10.7%	-1.2%
CC(C)(C)c1ccc(/C=C/C(=O)Nc2ccc3c(c2)OCCO3)cc1	4.8%	10.5%	-10.7%	x

Further compounds.
mol	p53ts 39C tox	p53ts 32C tox	Peg3 imprint	IkB sig inh
COC(=O)C1=C(C)N=C2SCCC(=O)N2C1/C=C/c1ccccc1 (stereo not drawn)	2.1%	-0.7%	-7.0%	0.6%
COC(=O)c1ccc(CSc2nc(-c3ccc(OC)cc3)nc3c2c(=O)n(C)c(=O)n3C)o1	12.6%	15.7%	-9.6%	0.0%
CC(=O)c1cc(C)oc1C	-9.0%	-5.8%[1.84 µM]	-7.1%	0.8%
O=C(CSc1nccn1Cc1ccccc1)Nc1nc2ccccc2s1	22.1%	179.3%[activator]	-12.2%[10.9 µM]	u
COc1ccc(NC(=O)c2ccc(-c3ccc(-c4noc(C)n4)cc3C)cc2)cc1N1CCN(C)CC1	20µM*	u	-30.6%&-25.4%[inhibitor]	u
CC1CCCN(c2ccc(C(=O)NCc3cccs3)cn2)C1 (stereo not drawn)	-0.5%	-9.5%	x	6.2%
CC1(C)CC(=O)C2=C(C1)OC(c1ccncc1)C(C#N)=C2N (stereo not drawn)	0.4%	4.2%	-1.3%	-1.0%
CC(C)Cn1cc(NC(=O)NCc2ccccc2)c2ccccc2c1=O	-4.5%	-1.8%	5.9%[10.9 µM]	0.7%
CCN(CC)C(=O)CSc1nnc(CCCCCNC(=O)OC(C)(C)C)o1	5.9%	-3.4%	-9.1%	-0.8%
Cc1cc(N)n2ncc(-c3cccc(Br)c3)c2n1	-3.8%	-0.1%	-12.2%	3.0%

The results go on:
mol	p53ts 39C tox	p53ts 32C tox	Peg3 imprint	IkB sig inh
CC(=O)c1cc(-c2ccccc2)n(CCC(=O)Nc2ccc(C(C)C)cc2)c1C	-14.4%	13.2%	-24.0%[10.9 µM]	0.5%
CC1CCc2sc3ncn4nc(C(=O)NCc5ccco5)nc4c3c2C1 (stereo not drawn)	6.2%	0.3%	4.1%	-0.5%
CN1CCN(S(=O)(=O)c2ccc(NC(=O)c3cccc(S(=O)(=O)N4CCCC4)c3)cc2)CC1	2.0%	3.8%	-13.8%	-0.3%
C/C(CCC(=O)OC[C@@H]1O[C@H](C#Cc2ccccc2)C=C[C@@H]1Oc1ccc(C)cc1)=N/OC[C@@H](O)[C@H]1O[C@H]2OC(C)(C)O[C@H]2[C@@H]1O	-7.0%[9.22 µM]	1.3%[9.22 µM]	x	x
O=C(N/N=C\C=C\c1ccco1)c1cc(-c2ccc3ccccc3c2)n[nH]1	-12.1%	-27.4%	x	x
CC(=O)c1ccc(NC(=O)c2cc3sccc3n2Cc2ccc(F)cc2)cc1	4.0%	-5.8%	-9.8%[10.9 µM]	-1.4%
O=C(CCN1C(=O)C2C3C=CC(C3)C2C1=O)NC1CCCc2ccccc21 (stereo not drawn)	-5.5%	-6.0%	-11.1%	0.1%
CC(C)c1cc(C(F)(F)F)nc(NNc2nc(C(C)C)cc(C(F)(F)F)n2)n1	-3.3%[9.22 µM]	-0.2%[9.22 µM]	0.7%[10.9 µM]	2.7%[11.4 µM]
O=C(Cn1nc(N2CCN(c3ccccc3)CC2)ccc1=O)Nc1ccc(F)cc1F	-1.3%	2.0%	-6.1%[10.9 µM]	u
CC(=O)Nc1ccc2c(c1)CCC2=O	7.2%	-3.4%	9.8%	-2.4%

Going on with the list.
mol	p53ts 39C tox	p53ts 32C tox	Peg3 imprint	IkB sig inh
O=C(CN1C(=O)CCSc2ccc(S(=O)(=O)N3CCCC3)cc21)Nc1ccccc1	-21.1%	-7.5%	-10.2%[10.9 µM]	2.6%
COc1cc(C(=O)N2CCc3c([nH]c4ccccc34)C2c2ccccc2)cc(OC)c1OC (stereo not drawn)	-12.5%	2.1%	8.3%[10.9 µM]	u
O=C(NCc1cccc(F)c1)c1ccc2nc(N3CCCCC3)sc2c1	-8.2%	-1.3%	-13.9%[10.9 µM]	-1.0%
COc1cc(NC(=O)c2c(F)cccc2F)nc(OC)n1	-11.8%	-6.4%	-50.6%[inhibitor]	0.3%
Cc1cn2c(=O)cc(COC(=O)c3cccc(NC(=O)c4ccccc4C)c3)nc2s1	-15.7%	-0.1%	-27.6%[10.9 µM]	2.8%
C=CCN1C(=O)/C(=C2/Sc3ccccc3N2CCCS(=O)(=O)O)SC1=S	-1.4%	6.4%	2.6%	1.4%
Clc1ccc(OCc2cn3cccnc3n2)c2ncccc12	-3.6%	-3.1%	-11.2%	-0.3%
O=C(Nc1cccc(C(=O)N2CCOCC2)c1)c1cccnc1	5.0%	-2.5%	-3.6%	0.0%
CCCC(c1nnnn1CCc1ccccc1)N1CCN(C2CCCC2)CC1 (stereo not drawn)	6.1%	-1.7%	-13.4%	-0.1%
O=S1(=O)CCC(S(=O)(=O)N2CCCCCC2)C1 (stereo not drawn)	1.4%	-2.6%	0.7%	0.0%

(listing goes on)
mol	p53ts 39C tox	p53ts 32C tox	Peg3 imprint	IkB sig inh
CCn1c(=O)cc(OCC(=O)Nc2cc(C)ccn2)c2ccccc21	-15.7%	-20.2%	-4.4%	u
Cc1ccc2c(c1)CCCN2C(=O)C1CCCO1 (stereo not drawn)	0.9%	1.6%	-11.0%	-0.9%
O=C1NCN(c2ccccc2)C12CCN(CCCC(c1ccc(F)cc1)c1ccc(F)cc1)CC2	u	21.6%[20.6 µM]	-30.7%[inhibitor]	u
CCOc1ccc(C2CC(c3ccc(F)cc3)Nc3nc(N)nn32)cc1 (stereo not drawn)	0.1%	-1.1%	-7.3%	-1.9%
O=C(N/N=C/CCc1ccccc1)c1ccc(CN2c3cccc4cccc(c34)S2(=O)=O)cc1	-5.5%	-18.5%	x	x
Cn1c(=O)c2c(nc(SCC(=O)Nc3ccc(F)cc3)n2Cc2ccc(Cl)cc2)n(C)c1=O	u	-10.1%	-9.4%[10.9 µM]	7.9%
COc1cccc(CN2C(=O)C3(C(C#N)=C(N)OC4=C3C(=O)CCC4)c3ccccc32)c1 (stereo not drawn)	-2.1%	7.4%	-11.5%	1.5%
COc1cc(NS(=O)(=O)c2cccs2)cc(OC)c1	-11.2%	7.4%	-4.2%[10.9 µM]	-1.0%
CN1C(=O)NC(c2ccc(O)cc2)C(C(=O)c2cccs2)C1(O)C(F)(F)F (stereo not drawn)	-3.3%	2.0%	-34.7%[inhibitor]	-3.5%
CCN1CCN(C(=O)c2cnn3c(C(F)F)cc(-c4ccc(C)cc4)nc23)CC1	-4.5%	1.1%	-5.7%	-1.2%

Going on with the list.
mol	p53ts 39C tox	p53ts 32C tox	Peg3 imprint	IkB sig inh
CC1CCC(NS(=O)(=O)c2ccc3c(c2)n(C)c(=O)c(=O)n3C)CC1 (stereo not drawn)	-7.9%	2.5%	-19.7%	-1.7%
CN1CCc2c(sc3c2C(=O)NC(c2cccc(OC(=O)c4cccs4)c2)N3)C1 (stereo not drawn)	-21.3%	-26.3%	-15.2%	1.1%
CCS(=O)(=O)c1ccc(O)c(N2C(=O)C3C4C=CC(C4)C3C2=O)c1 (stereo not drawn)	3.7%	-4.5%	x	-0.8%
O=C1CCC(=O)N1c1cccc(-c2nc3ccccc3o2)c1	-21.6%	-16.6%	-11.5%	1.0%
O=C(c1c(Cl)nc2sccn12)N1CCCc2ccccc21	9.4%	20.5%	-8.4%	0.7%
COC(=O)c1ccc(NC(=O)c2ccc3c(c2)OCO3)cc1	-15.4%	-15.0%	-72.6%[inhibitor]	u
CCC(=O)N1CCc2cc(CNS(=O)(=O)c3ccc(C(C)C)cc3)ccc21	-10.2%	13.9%	-11.5%[10.9 µM]	u
COc1ccc(C(=O)c2coc3ccc(O)c(CN4CCOCC4)c23)cc1	2.5%	0.9%	-14.6%	-2.3%
O=C(NCC(c1cccnc1)N1CCc2ccccc21)c1ccc(F)cc1 (stereo not drawn)	u	u	-11.2%[10.9 µM]	u
O=C(COc1ccccc1)NC1CCN(Cc2ccccc2)CC1	7.6%	5.6%	-21.9%	-1.4%
